Screening data: PubChem, The Scripps Research Institute Molecular Screening Center
GalR3 antag: antagonists of human GalR3 | O60755 | HEK293 GalR3-CNG cAMP membrane potential fluorescence; galR3 body fused to GalR1 C-terminus | inhibition, % at 3 µM | actives 0.44% (n = 360,000);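 active = inhibition above the screen-wide average plus 3 SD, cut at about 13% in these data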;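 also: forskolin and galanin both at EC90 stimulate the cells; cAMP rise reported by CNG channel membrane potential dye signal; 0% = forskolin plus galanin with DMSO and 100% = forskolin alone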
Target sequence (O60755 1-299 limits assumed): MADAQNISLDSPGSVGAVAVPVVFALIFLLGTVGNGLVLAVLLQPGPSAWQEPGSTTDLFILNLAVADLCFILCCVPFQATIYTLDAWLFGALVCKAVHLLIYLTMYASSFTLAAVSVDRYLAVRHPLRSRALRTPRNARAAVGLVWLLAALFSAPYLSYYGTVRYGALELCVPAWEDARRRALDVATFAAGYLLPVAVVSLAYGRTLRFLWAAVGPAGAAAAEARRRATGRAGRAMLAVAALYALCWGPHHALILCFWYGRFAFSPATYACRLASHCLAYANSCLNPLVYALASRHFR
The depositor's hits bear a star. An excerpt; the hit share may differ from the screen's.

no.	SMILES	GalR3 antag
1	COc1ccc(-c2csc(C(C)(O)c3cccnc3)n2)cn1 (stereo unspecified)	-7
2	COc1ccc(NC(=O)CN(C)C(=O)c2ccc(S(=O)(=O)N3CCOCC3)cc2)cc1	-4
3	CC(=O)Nc1ccc(C(=O)N2CCCCC2c2cc(C(=O)Nc3ccccc3)no2)cc1 (stereo unspecified)	-4
4	COc1cccc(-c2cnc3c(NC(C)=O)cc(-c4cccc(C(=O)NCCO)c4)cn23)c1	2
5	O=[N+]([O-])c1cccc(C=NN=C2c3ccccc3-c3ccccc32)c1	-1
6	CCN(CC)C(=O)c1ncn2c1C(=O)NC[C@H]2C	5
7	CC(C)(C)C(=O)c1c(N)[nH]c(C(=O)c2ccccc2)c1-c1ccc(C(F)(F)F)cc1	-1
8	CSc1ncnc2c1ncn2CCCNCc1ccccc1	-3
9	CC1=NN(c2ccccc2)C(=O)C1C(=S)SC1CC(=O)NC1=O (stereo unspecified)	-5
10	CN(CC(=O)Nc1ccc(OC(F)(F)F)cc1)C(=O)c1ccccc1SCC(=O)N1CCCC1	-2
11	COc1ccc([C@H]2CN(c3ccccc3)C(=O)[C@@H]2CC(=O)Nc2ccccc2)cc1	-9
12	Cc1ccc(NC(=O)c2cc(S(=O)(=O)N3CCCCC3)ccc2N2CCOCC2)cc1	-6
13	CC(=O)NCCNc1nc(NCC2CC2)nc2cc(-c3ccccc3)sc12	-2
14	COc1c2c(c(OC)c3ccccc13)[C@@]1(OC2)O[C@H](CCO)C[C@H](O)[C@H]1O	-4
15	Cc1cccc(C)c1NC(=O)C(c1cccc2ccccc12)n1c(=O)c(-c2cc3ccccc3[nH]2)nc2ccccc21 (stereo unspecified)	1
16	CCCC(=O)c1ccc(OCc2cn(CC(=O)c3ccc(O)cc3)nn2)cc1	-7
17	O=C1OC(Cc2ccccc2)(c2ccccc2)c2ccccc21 (stereo unspecified)	-5
18	O=C1NC[C@@H](CCCCN2C[C@H](Cc3ccccc3)N(CCc3ccccc3)C(=O)C2=O)N(CCc2ccccc2)C1=O	-4
19	Cc1ccsc1CN(C)c1ncnc2ccc(-c3ccoc3)cc12	-3
20	O=[N+]([O-])c1cnccc1-n1nnc2ccccc21	-6
21	C=CCN=C1NC(CCc2ccccc2)C(C(=O)OC)=C(C)N1C (stereo unspecified)	-8
22	CCN1C(=O)[C@H]2[C@@H](c3ccc(OC)cc3)N[C@]3(CCCN(Cc4ccc(C)cc4)C3=O)[C@H]2C1=O	-6
23	Cc1ccc(S(=O)(=O)n2cc(CO)c3ccccc32)cc1	-9
24	c1ccc2c(-c3cc(NCc4ccncc4)n4nccc4n3)cccc2c1	-7
25	O=C1NC(=S)SC1=Cc1cc(Br)ccc1O	2
26	COc1ccc(NC(=O)C[C@H]2C(=O)N(Cc3ccccc3)C[C@@H]2c2ccc(OC)cc2)cc1	-6
27	COC(=O)C[C@H]1CC[C@@H](NS(=O)(=O)c2ccc(C)cc2)[C@@H](CO)O1	-3
28	CSC12CCCN(CCC(C(C)(C)C)C1)C2=O (stereo unspecified)	3
29	Cc1noc(C)c1C(=O)Nc1cc(S(=O)(=O)N2CCCCC2)ccc1N(C)C	-1
30	Cc1ccc(S(=O)(=O)N2C[C@@H]3c4ccccc4N(S(=O)(=O)c4ccc(C)cc4)[C@@H]3[C@@H](C)C2CC(=O)c2ccccc2)cc1 (stereo partly specified)	-6
31	COC(=O)C1CCN(C2CN(Cc3ccc(C)cc3)S(=O)(=O)C2)CC1 (stereo unspecified)	-4
32	O=C(NCc1cccnc1)c1cc(C2CCCCN2S(=O)(=O)c2cccc3cccnc23)on1 (stereo unspecified)	-4
33	COC(=O)[C@@]1(Cc2ccc(F)cc2)[C@H]2c3cc(C(=O)N(C)C)n(CC4CC4)c3C[C@H]2CN1C(=O)c1ccccc1	-5
34	CCN(CC)CCOCCn1c(C)ccc1C	-4
35	CN(C(=O)c1cc(Cl)c2c(c1)OCCO2)c1c(N)n(Cc2ccccc2)c(=O)[nH]c1=O	-4
36	CCCCN(C(=O)c1cccc(S(=O)(=O)N2CCN(C)CC2)c1)c1c(N)n(CC(C)C)c(=O)[nH]c1=O	0
37	CC(C)[C@H](NC(=O)c1ccc(Cl)cc1Cl)C(=O)N1CCC[C@H]1C(=O)NCCc1ccccc1Cl	-6
38	O=C(CCS(=O)(=O)c1ccc(Cl)cc1)Nc1nccs1	-4
39	CC(=NNC(N)=O)C1CC2CCC1CC2 (stereo unspecified)	0
40	COc1ccc([C@H]2C[C@H](n3cc(COC(=O)c4ccccc4)nn3)[C@@H](O)CN2Cc2cccs2)cc1	0
41	Cc1ccc(CNC(=O)CC[C@H]2O[C@@H](n3cc(C)c(=O)[nH]c3=O)C[C@@H]2O)o1	-3
42	COc1ccc(CNC(=O)c2cn(Cc3ccc(S(=O)(=O)N(C)C)cc3)c(=O)s2)cc1	-3
43	C=CCNc1nc2cc(-c3ccccc3C)sc2c(=O)n1C	-6
44	CC(=O)N(C)C[C@@H]1Oc2ncc(C#Cc3ccc(F)cc3)cc2C(=O)N([C@@H](C)CO)C[C@H]1C	-7
45	CC(=O)Nc1ccc(S(=O)(=O)NCCC(=O)OCC(=O)c2cc(C)ccc2C)cc1	-4
46	Cn1ccc2c(-c3ccc(F)cc3F)cc3c(c21)C1CCC3C1 (stereo unspecified)	-6
47	Cc1c(C(=O)NCC2CC2)sc(=O)n1Cc1cccc(F)c1	0
48	COc1ccc(Cl)cc1S(=O)(=O)NC(C)C(=O)NCCN1CCOCC1 (stereo unspecified)	-3
49	CC(C)CCC(=O)Nc1cc(S(=O)(=O)N2CCOCC2)ccc1N1CCCC1	-1
50	Cn1ncc(=S)[nH]c1=S	4
51	CCN1C(=O)CC(SC2CC(=O)N(CC)C2=O)C1=O (stereo unspecified)	4
52	Cc1noc(C)c1COc1ccccc1C(=O)NCCc1ccc(F)cc1	0
53	COC1OC2COC(c3ccccc3)OC2C(NC(C)=O)C1OC(C)=O (stereo unspecified)	6
54	CC1CCc2c(sc(NC(=O)CSc3nc(N)cc(=O)[nH]3)c2C(N)=O)C1 (stereo unspecified)	-3
55	C[C@H](CO)N1C[C@H](C)[C@@H](CN(C)S(=O)(=O)c2cccc(F)c2)OCc2cnnn2CCCC1=O	-7
56	CCCCCCCCN1C(=O)[C@H](CC(=O)NCCCCc2ccccc2)C[C@@]2(C(=O)OC)CC(C)(C)CC=C12	-8
57	Cc1cccc(C)c1-n1nnnc1C(c1ccccc1OC(F)(F)F)N1CCN(C/C=C/c2ccccc2)CC1 (stereo unspecified)	3
58	CC1(C(=O)NS(=O)(=O)c2ccc(C#N)cc2)CCN1C(=O)CC1CC1 (stereo unspecified)	6
59	O=C(C[C@H]1C(=O)N(CCc2ccccc2)C[C@@H]1Cc1ccccc1)Nc1ccc(Br)cc1	-5
60	O=C(COc1ccccc1)N[C@@H]1c2ccccc2CC[C@H]1OCc1ccccc1	-6

Part of the list above, reformatted.
57	Cc1cccc(C)c1-n1nnnc1C(c1ccccc1OC(F)(F)F)N1CCN(C/C=C/c2ccccc2)CC1 (stereo unspecified)
  GalR3 antag = 3
54	CC1CCc2c(sc(NC(=O)CSc3nc(N)cc(=O)[nH]3)c2C(N)=O)C1 (stereo unspecified)
  GalR3 antag = -3
53	COC1OC2COC(c3ccccc3)OC2C(NC(C)=O)C1OC(C)=O (stereo unspecified)
  GalR3 antag = 6
59	O=C(C[C@H]1C(=O)N(CCc2ccccc2)C[C@@H]1Cc1ccccc1)Nc1ccc(Br)cc1
  GalR3 antag = -5

Additional entries
no.	SMILES	GalR3 antag
61	CC(C)=CCC[C@H](C)C[C@@H]1Cc2[nH][nH]c(=O)c2[C@H](c2ccc(F)cc2)O1	-4
62	O=C(Nc1nnc(-c2ccco2)o1)c1ccc(Br)s1	-4
63	CS(=O)(=O)N1CCCCC1c1cc(C(=O)Nc2ccccc2Cl)no1 (stereo unspecified)	-4
64	CNC(=O)C[C@H]1C(=O)N(Cc2ccccc2)C[C@@H]1C	-3
65	C[C@@H]1CN([C@@H](C)CO)C(=O)CCCn2nncc2CO[C@H]1CN(C)C(=O)Nc1ccc(N2CCCCC2)cc1	-4
66	COc1ccccc1C(CNC(=O)c1ccc(C)c(S(=O)(=O)N2CCCCC2)c1)N1CCCC1 (stereo unspecified)	-1
67	O=c1cc(CSc2nc(NCc3ccc(Cl)cc3)c3ccccc3n2)nc2ccc(Cl)cn12	0
68	O=c1[nH]c2cc(Cl)c(Cl)cc2o1	-6
69	Cc1c(C(=O)NCCN(C)C)n(C)c(=O)c2ccccc12	-6
70	Cc1ccc(S(=O)(=O)N(C)c2ccc(OCC(=O)OCc3nnc(-c4ccccc4)o3)cc2)cc1	-6
71	CC(C)C[C@H]1CN([C@@H](Cc2ccccc2)CN2CCC[C@@H]2CN2C(=O)C(=O)NC[C@@H]2Cc2ccc(O)cc2)C(=O)C(=O)N1CC1CCCCCC1	6
72	Cc1c(Cl)cccc1Nc1n[nH]c(=S)s1	-1
73	CCOC(=O)[C@]12CCCC=C1N(Cc1ccc(Cl)cc1Cl)C(=O)[C@H](CC(=O)NCc1ccccc1)C2	-7
74	CC1CC(C)CN(C(C(=O)NC2CCCCC2)c2cc3ccccc3o2)C1 (stereo unspecified)	-8
75	Cc1cc(C)c(C#N)c(SCC(=O)N(CCC#N)c2ccc3c(c2)OCCO3)n1	1
76	COc1ccc(CC(=O)N2CCC(C)(C(=O)NS(=O)(=O)C3CC3)C2)cc1OC (stereo unspecified)	-3
77	COc1ccc(C(C)C)cc1-c1cc(C(=O)NCc2cc(C(F)(F)F)cc(C(F)(F)F)c2)[nH]n1	-7
78	NC(c1csc(NC(=O)Nc2cccc(C(F)(F)F)c2)n1)C1CCCCC1 (stereo unspecified)	-6
79	Cc1cccc(NS(=O)(=O)c2ccc(C)c(C(=O)NC3CCN(Cc4ccccc4)CC3)c2)c1	-7
80	COc1ccc(OC)c(NC(=O)C2(C)CCN2CCc2ccccc2)c1 (stereo unspecified)	-10
81	COc1cc(C(C)=O)ccc1OCc1cn(CC(=O)c2ccc(O)cc2)nn1	-4
82	COc1cc(C2CC(=O)Oc3ccc(C(C)(C)C)cc32)cc(OC)c1OC (stereo unspecified)	0
83	CC[C@]12c3[nH]c4ccc(OC)cc4c3CCN1C(=O)C(CC(=O)NCCCN(C)C)C[C@@H]2C(=O)N1CCN(C(=O)C2CC2)CC1 (stereo partly specified)	-5
84	N#CC(C(O)c1ccccc1)N1CCOCC1 (stereo unspecified)	-6
85	NC(=O)c1nnsc1-c1ccco1	-6
86	CC(=O)C1=C(O)C(CSCc2ccccc2)N(C)C1=O (stereo unspecified)	-2
87	CCCCn1nnnc1C1(C)CCC(=O)N1CCc1c[nH]c2ccccc12 (stereo unspecified)	-1
88	CC(C)C[C@@H](CO)NS(=O)(=O)c1cc(Cl)ccc1F	-3
89	O=C(/C=C/c1ccc([N+](=O)[O-])cc1)c1ccccc(=O)c1O	-3
90	CC(=O)Nc1ccc2nc(NC(=O)CS(=O)(=O)c3ccc(F)cc3)sc2c1	2
91	CCCNC(=O)c1cc(C2CCCCN2C(=O)c2ccc3c(c2)CCO3)on1 (stereo unspecified)	-5
92	C[C@@H]1CN([C@@H](C)CO)S(=O)(=O)c2ccc(Br)cc2O[C@H]1CN(C)C(=O)c1ccccc1F	-2
93	Cc1cn([C@H]2C[C@H](O)[C@@H](/C=C/C(=O)NCCc3cccs3)O2)c(=O)[nH]c1=O	-6
94	O=C(C1CCCCC1)N1C[C@@H](O)[C@H](n2cc(C3CC3)nn2)C[C@@H]1c1ccc(Cl)cc1	-3
95	CC(=O)Nc1ccc(C(=O)OCC(=O)NC2CCCCCC2)cc1	0
96	COc1cc(Cl)ccc1OC1(C)CCN(Cc2cccn2-c2nccs2)C1 (stereo unspecified)	-13
97	CN(C(=O)c1ccc(NC(=O)Cc2ccc(NC(=O)C3CCN(S(=O)(=O)c4cccc([N+](=O)[O-])c4)CC3)cc2)cc1)C1CCCC1	3
98	CCCS(=O)(=O)NC(=O)C1(C)CCCN(C(=O)c2ccc(OC)cc2OC)C1 (stereo unspecified)	-1
99	CCC1(c2ccccc2)CN(C)C1=O (stereo unspecified)	1
100	Cc1cc(=O)c2c(N(C)C)cccc2[nH]1	-4
101	COc1ccc(NC(=O)c2cc(-c3ccc(F)cc3OC)n[nH]2)cc1OC	-4
102	COc1cc(Cl)c(C)cc1NC(=O)CCN1C(=O)NC(C)(C)C1=O	-1
103	CC(C)Nc1nc(NCCN2CCNC2=O)c2sccc2n1	-3
104	CC(C)C[C@@H]1CN(CCCC[C@H]2CNC(=O)C(=O)N2CCC2CCCCC2)C(=O)C(=O)N1CCC1CCCCC1	-8
105	CSc1nc(S(=O)(=O)c2ccc(C)cc2)c(N2CCOCC2)s1	-8
106	COCCNC(=O)C1(C)CCN(C(=O)c2cc(C)n(C(C)(C)C)n2)C1 (stereo unspecified)	-3
107	O=C(Nc1cccc2ccccc12)OC[C@@H]1CSCCS(=O)(=O)N1	-4
108	CN1CCC(N2CCN(C3CN(CCc4ccccc4)S(=O)(=O)C3)CC2)CC1 (stereo unspecified)	-3
109	CCCCN1C(=O)C(CC(=O)NC2CCCC2)CC(C(=O)N(C)C)=C1C (stereo unspecified)	-6

Part of the list above in order of molecular weight, smallest number first.
no.	SMILES	GalR3 antag
19	Cc1ccsc1CN(C)c1ncnc2ccc(-c3ccoc3)cc12	-3
108	CN1CCC(N2CCN(C3CN(CCc4ccccc4)S(=O)(=O)C3)CC2)CC1 (stereo unspecified)	-3
7	CC(C)(C)C(=O)c1c(N)[nH]c(C(=O)c2ccccc2)c1-c1ccc(C(F)(F)F)cc1	-1
